CaV13 ICDI inh = Disruptors of the CACNA1D IQ motif to Ca2+-dependent inactivation inhibitor domain association, primary screening, Förster resonance energy transfer in intact living …; inhibition, % at 12.3 µM; hit rate 0.098% among 340,000; HEK cells, CFP/YFP FRET ICDI-IQ, plate reader, 10 min; percent FRET-ratio fall versus neutral wells;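 active means mean replicate inhibition of at least 30% and at least 1% of replicates passing that level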;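 further: 0% = median of the neutral control wells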
TRPM1 prom inh = inhibitors of MITF-dependent TRPM1 promoter reporter, primary screen, cell-based, SK-MEL-5, single point, luciferase | hit rate 0.83% among 330,000 | SK-MEL-5 TRPM1 promoter luciferase, 24 h | AID 488899, 2010 | inhibition, % at 12.5 µM;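 active means mean inhibition across replicates of 60% or more, whatever share of single replicates reaches that level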; further: values of inactives mirror those of a sister screen read the other way
HIF-2a inh = HIF-2a reporter inhibitors, primary screen, luminescence, 786-0 RCC cells; 786-0 RCC cells HIF-2a reporter, luciferase luminescence, overnight; inhibition, % at 18.8 µM; hit rate 0.72% among 360,000;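 active means inhibition of the luminescence signal of 40% or more relative to plate controls, in a single-dose primary screen at 18.75 µM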
H9c2 protect = cardioprotection against H2O2-induced cell death, primary screen, uHTS, H9c2 cells, ATPLite luminescence; protection from H2O2 cell death, % at 20 µM; H9c2 cardiomyocytes, H2O2 injury protection, 2 h; hit rate 0.63% among 360,000; AID 588492, 2011;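 active means compounds giving at least 50% protection of heart cells from peroxide-induced death in the single-dose screen, raw or plate-pattern-corrected value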;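 further: 0% = DMSO wells with peroxide and 100% = DMSO wells without peroxide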
Shn3 inh set2 = reduction of Shn3 3'UTR firefly luciferase signal, primary screen, Schnurri-3 inhibitor project, cell-based, Clone20 osteoblasts, set 2 | hit rate 0.52% among 360,000 | AID 588674, 2011 | inhibition, % at 12.5 µM | Clone20 osteoblast Shn3 3'UTR firefly luciferase, 24 h;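 active means mean inhibition of at least 75% with every replicate also reaching 75%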;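 further: 0% = median of neutral control wells and 100% = pilot-screen positive control compound; some compounds past the cut are filed as inactive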
m5-HT2A agonist = mouse Htr2a agonists via beta-arrestin recruitment, primary screen, cell-based, luminescence; 5-hydroxytryptamine receptor 2A (Mus musculus), P35363; CHO-K1 mHTR2A beta-arrestin complementation; percent of 30 µM serotonin response; activation, % at 7.6 µM; hit rate 0.66% among 360,000; AID 624169, 2012;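 active means activation above a run cutoff, the mean activation of all tested compounds plus 3 SD, cut at about 14% in these data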;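 further: 0% = plate median of compound wells and 100% = 30 µM serotonin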
Target sequence (P35363 whole entry, looked up): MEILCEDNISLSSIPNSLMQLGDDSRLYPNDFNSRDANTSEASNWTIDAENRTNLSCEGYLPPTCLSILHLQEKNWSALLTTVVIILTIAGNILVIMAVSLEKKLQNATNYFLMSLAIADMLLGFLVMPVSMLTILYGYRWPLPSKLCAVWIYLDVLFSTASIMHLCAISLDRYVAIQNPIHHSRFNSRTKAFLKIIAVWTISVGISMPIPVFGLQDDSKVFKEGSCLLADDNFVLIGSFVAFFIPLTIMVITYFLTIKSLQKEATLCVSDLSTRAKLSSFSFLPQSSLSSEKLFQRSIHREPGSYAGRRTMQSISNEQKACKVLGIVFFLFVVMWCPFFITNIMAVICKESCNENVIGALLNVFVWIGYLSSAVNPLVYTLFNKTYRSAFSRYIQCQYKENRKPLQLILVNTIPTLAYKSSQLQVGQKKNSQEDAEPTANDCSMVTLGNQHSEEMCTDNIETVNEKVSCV
Peg3 promoter = Peg3 promoter-driven luciferase inhibitors, primary screen, cell-based, HeLa, luciferase luminescence. HeLa PEG-Prom luciferase reporter, overnight. inhibition, % at 20 µM. hit rate 1.7% among 360,000. AID 588405, 2011;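 active means inhibition of at least 50% at 20 µM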
PDI inh = inhibitors of human PDI, primary screen, biochemical, turbidity, single point, plate reader; PDI insulin aggregation turbidity, A650, 90 min; inhibition, % at 10 µM; hit rate 0.052% among 350,000; AID 588391, 2011;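 active means mean inhibition across replicates of 30% or more, whatever share of single replicates reach that level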;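 further: absorbance from insulin aggregation driven by PDI reduction with DTT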
NR2E3 ag-1 = inhibitors of NR2E3-RetCOR corepressor binding, primary screen, NR2E3 agonist project, biochemical, TR-FRET, GST-NR2E3, biotin-RetCOR | Photoreceptor-specific nuclear receptor (Homo sapiens), Q9Y5X4 | 1536-well | inhibition of corepressor binding, % at 4.78 µM | hit rate 0.12% among 320,000 | AID 2300, 2010;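 active means percent inhibition above the cutoff of mean plus 3 SD of all tested compounds, set per screening campaign, cut at about 20% in these data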;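 further: 0% = DMSO wells and 100% = biotin wells as full block of FRET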
Target sequence (Q9Y5X4 whole entry, looked up): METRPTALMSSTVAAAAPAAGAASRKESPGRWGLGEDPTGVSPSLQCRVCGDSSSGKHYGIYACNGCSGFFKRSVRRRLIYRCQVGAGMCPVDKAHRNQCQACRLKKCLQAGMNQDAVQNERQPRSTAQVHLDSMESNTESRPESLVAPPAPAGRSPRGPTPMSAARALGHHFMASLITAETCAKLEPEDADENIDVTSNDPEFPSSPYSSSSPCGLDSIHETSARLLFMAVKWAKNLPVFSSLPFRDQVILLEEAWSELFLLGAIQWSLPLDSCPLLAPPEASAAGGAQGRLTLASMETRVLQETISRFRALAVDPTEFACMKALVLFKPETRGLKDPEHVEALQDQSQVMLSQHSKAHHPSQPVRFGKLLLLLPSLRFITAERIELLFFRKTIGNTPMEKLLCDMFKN
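System: GST-tagged NR2E3 plus biotinylated RetCOR corepressor; Amount: 1.35 nM GST-tagged NR2E3 final; Dosing: single nominal compound dose of 4.8 µM; Schedule: 5 h incubation at 4 °C; Technique: TR-FRET with europium anti-GST and streptavidin-D2, 340 nm excitation; Controls: biotin wells as high control, 0.6% DMSO wells as low control.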
NR2E3 ag-2 = NR2E3 agonists in two-hybrid cells, primary screen, cell-based, luminescence, CHO-S, Gal4-NCOR/VP16-NR2E3; Photoreceptor-specific nuclear receptor (Homo sapiens), Q9Y5X4; luciferase; inhibition of corepressor binding, % at 3.98 µM; hit rate 0.35% among 360,000; AID 602229, 2012;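 active means inhibition above the mean of all tested compounds plus 3 SD, cut at about 70% in these data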;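 further: 0% = DMSO with NR2E3 transfected cells and 100% = cells lacking NR2E3 construct; higher means lower luciferase signal from less NR2E3 corepressor binding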
iPSC survival up = enhancers of single-cell hiPSC survival, primary screen, ATPlite luminescence | 100% = ROCK inhibitor wells, 0% = DMSO | survival enhancement, % at 20 µM | hit rate 0.044% among 360,000 | AID 602274, 2012; in the data active means survival enhancement above about 18%;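 further: cells exposed to compounds for 16 hours before the ATP read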
Active calls of the source: *; nt = not tested or not shown.

SMILES	CaV13 ICDI inh	TRPM1 prom inh	HIF-2a inh	H9c2 protect	Shn3 inh set2	m5-HT2A agonist	Peg3 promoter	PDI inh	NR2E3 ag-1	NR2E3 ag-2	iPSC survival up
CC(C)(C)C(=O)Nc1cccc(-c2nnc(-c3cccc(NC(=O)C(C)(C)C)c3)o2)c1	nt	12	24	64*	4	4	-6	-13	-1	-12	-0.8
COC(=O)[C@]12CCCCC=C1N(Cc1ccccc1)C(=O)[C@H](CC(=O)N1CCCCC1)C2	-4	nt	-11	nt	nt	4	nt	nt	nt	0	0.2
CC1(C(=O)Nc2ccc3c(c2)OCO3)CCN1C(=O)CCc1ccc(Cl)cc1Cl (configuration not stated)	-11	nt	-30	-1	-1	-4	-20	-4	nt	-8	-0.1
COC(=O)Cc1ccc(OC(=O)CCS(=O)(=O)c2ccc(C)cc2)cc1	-6	0	4	2	-13	7	0	9	-3	-32	-0.4
COc1cccc2cc(C(=O)NCC3CCCO3)c(=O)oc12 (configuration not stated)	nt	-11	-48	-9	-3	1	-103	6	0	-1	-1.7
CS(=O)(=O)c1ccc(-c2cccc(NC(=O)c3ccco3)c2)nn1	-5	-5	4	15	-20	13	-10	-14	2	2	0.3
Cc1cnc(NC(=O)c2ccc3c(c2)C(=O)N(Cc2ccco2)C3=O)s1	nt	-3	0	13	-2	-3	11	0	-1	-7	-0.4
Cc1cc(N2CCN(CC(O)C(F)(F)F)CC2)c2ccccc2n1 (configuration not stated)	-2	nt	8	4	-8	-2	5	2	3	6	0.9
CCOC(=O)CC1C(=O)NCCN1C(=O)c1cccc(C(F)(F)F)c1 (configuration not stated)	-5	-6	2	-2	1	-3	6	14	3	-10	3.4
COc1ccc(-c2cc(C(F)(F)F)nc(NC3CCCC3)n2)cc1OC	nt	-2	-25	-19	20	-1	10	-3	0	-9	5.6
O=C(O)c1ccc(-c2nc3scc(-c4ccccc4)c3c(=O)[nH]2)cc1	-4	-3	4	-7	-9	-3	5	-2	1	-1	-0.8
CCN(CC)C(=O)c1ccccc1NS(=O)(=O)c1ccc(OC)c(C(=O)N2CCOCC2)c1	-5	-5	9	-4	-2	0	5	12	0	-27	0.1
COc1ccc(N2CCN(C(=O)Cn3ncc4c([nH]c5ccccc54)c3=O)CC2)cc1	-7	0	0	3	0	0	53*	-1	0	-1	-0.7
O=C(O)c1cccc(S(=O)(=O)N2CCCC2)c1	-8	-15	8	3	-5	-2	12	-11	-1	-13	5.8
CCOc1ccc(S(=O)(=O)NCCC(=O)Nc2cccc(C(=O)OC)c2)cc1	-4	-14	-55	-14	-16	5	-21	-4	1	-52	-0.3
O=C(NN=Cc1c(O)ccc2ccccc12)c1ccncc1	-13	75*	-4	48	90*	-8	45	-3	nt	3	-2.2
CCOc1ccc2c(c1)C(C)=CC(C)(C)N2	nt	-11	0	-2	-5	7	10	nt	-4	3	1.5
Cc1ccc(/C=N/NC(=O)CNC(=O)COc2ccccc2)o1	-5	4	5	4	-25	-1	4	6	0	-11	0.5
C[C@@H](C(=O)Nc1ccccc1N1CCOCC1)N1C(=O)C2CC=CCC2C1=O (some centres not stated)	-5	-1	19	0	30	0	-7	3	1	-21	3.5
CC(=O)c1cc(NC(=O)c2ccc(Cl)cc2)c(=O)oc1/C=C/N(C)C	-3	1	-27	12	-17	0	-40	-5	-3	-6	0.0
Cc1cccc(N(C(=O)Cn2nnc3ccccc32)C(C(=O)NCc2ccco2)c2ccncc2)c1 (configuration not stated)	-1	1	-5	-7	-7	3	3	10	-1	-9	6.6
c1ccc(CNc2ncnc3[nH]ncc23)cc1	-7	-13	-3	0	14	2	1	17	nt	-6	-0.5
CC(=O)N(Cc1ccco1)c1nc(C(=O)Nc2ccc(Cl)cc2)c(C)s1	-4	-15	-168	-7	-8	-2	-88	-11	4	-42	-0.8
CC(=C/C(=O)O)/C=C/c1cccs1	nt	3	9	-2	-21	-1	5	2	-1	-4	3.6
Cc1noc(C(=O)Nc2cccc(Cl)c2)c1Cl	-3	-56	-188	-7	-59	7	-113	0	nt	-26	1.1
CCCc1cc(C(=O)Nc2ccc(C(=O)c3ccc(F)cc3)cc2)n(C)n1	nt	14	-17	-9	21	1	21	3	-1	28	1.5
O=C(CCN1C(=O)/C(=C\c2ccccc2F)SC1=S)N1CCCCC1	-14	-21	8	-11	30	3	104*	-3	6	-11	0.7
CC1=CC2=NC(=O)CC(C)(C(=O)N(CC(=O)NC3CCCC3)c3ccccc3C)N2C=C1 (configuration not stated)	-4	0	12	8	6	1	10	-3	2	0	-0.3
N#Cc1ccccc1Sc1ccccc1C(=O)NCC(c1ccco1)N1CCCC1 (configuration not stated)	-2	-3	10	-1	11	-11	15	12	1	11	-0.2
COc1ccc(S(=O)(=O)N2CCC(C(=O)NC3CCCCC3)CC2)cc1OC	-7	-4	5	-7	-5	2	14	1	-3	10	-0.1
COc1ccc2nc(N3CCN(C(=O)c4ccc([N+](=O)[O-])o4)CC3)sc2c1	nt	67*	-50	-6	-2	-4	-104	-2	-3	19	-0.2
CC(C(=O)Nc1sc2c(c1C#N)CCCCC2)N1C(=O)c2ccccc2C1=O (configuration not stated)	-4	-10	9	5	10	25*	6	-8	1	-9	-1.2
COc1ccccc1NC(=O)COC(=O)c1ccc(S(=O)(=O)N2CCCCCC2)cc1	-5	1	12	-6	-16	9	10	11	nt	0	-1.0
Cn1nnnc1SCC1=C(C(=O)O)N2C(=O)[C@@H](NC(=O)[C@H](O)c3ccccc3)[C@H]2SC1	nt	1	4	1	-4	-3	-12	5	7	-7	2.2
COc1cc(OC)cc(-c2cc3ncccc3cn2)c1	-9	-8	-151	3	-17	-2	-141	-1	1	-20	-1.7
CCOC(=O)CCCCC(=O)c1[nH]c(=O)[nH]c1CSc1nc(C)cc(=O)[nH]1	-9	-1	11	1	2	0	9	8	-67	12	-0.2
COC(=O)C(C)Sc1nnc2n(-c3cccc(C)c3)c(=O)c3c4c(sc3n12)CCCC4 (configuration not stated)	-6	nt	6	31	-1	1	2	-1	2	-16	-0.2
COc1ccc(NC(=O)c2cc(C)no2)cc1	-20	-49	-140	4	-23	3	-130	2	0	-42	-0.5
CCNc1nc(NC(C)(C)C)nc(SCC(N)=O)n1	-5	-2	8	-3	15	5	19	0	1	-17	0.6
CSCCC(N=C(NS(=O)(=O)c1ccc(Br)cc1)c1ccccc1)C(=O)O (configuration not stated)	-4	2	8	1	-15	6	7	0	-3	-2	-0.5
COc1ccccc1OCC(=O)Nc1nc(C)c(C)s1	-3	-92	-261	-4	-102	0	-259	7	6	-137	-0.6
CCOC(=O)CC1(C)NC(C(=O)O)C(C)(C)S1 (configuration not stated)	-7	1	2	2	-11	5	-4	12	nt	-1	-2.4
COc1ccc(S(=O)(=O)N(C)CC(=O)N2CCCCCC2)cc1	-5	-7	13	-3	0	36*	11	3	4	1	0.0
O=C(c1ccc(CS(=O)c2ccccc2Cl)o1)N1CCN(C2CCCCC2)CC1 (configuration not stated)	-14	nt	22	7	1	2	11	-1	nt	10	-2.4
Cc1nn(-c2ccccc2)c(Cl)c1/C=N/NC(=O)c1ccn[nH]1	-7	-58	-76	-17	-13	-11	-180	-1	1	-148	-0.5
NC(=O)CSc1nnc(-c2ccc(S(=O)(=O)N3CCCCC3)cc2)n1-c1ccccc1	-7	4	13	5	-2	-1	14	6	-1	-4	0.4
O=C(Cc1c(F)cccc1Cl)Nc1cccc(S(=O)(=O)NC2=NCCCCC2)c1	-7	16	5	-4	9	8	-7	-9	-1	-27	-0.1

A different layout for 2 compounds above:
structure,CaV13 ICDI inh,TRPM1 prom inh,HIF-2a inh,H9c2 protect,Shn3 inh set2,m5-HT2A agonist,Peg3 promoter,PDI inh,NR2E3 ag-1,NR2E3 ag-2,iPSC survival up
O=C(c1ccc(CS(=O)c2ccccc2Cl)o1)N1CCN(C2CCCCC2)CC1 (configuration not stated),-14,nt,22,7,1,2,11,-1,nt,10,-2.4
CCOC(=O)CC1(C)NC(C(=O)O)C(C)(C)S1 (configuration not stated),-7,1,2,2,-11,5,-4,12,nt,-1,-2.4

Entries above that have a COOH group, in the order listed:
SMILES	CaV13 ICDI inh	TRPM1 prom inh	HIF-2a inh	H9c2 protect	Shn3 inh set2	m5-HT2A agonist	Peg3 promoter	PDI inh	NR2E3 ag-1	NR2E3 ag-2	iPSC survival up
O=C(O)c1ccc(-c2nc3scc(-c4ccccc4)c3c(=O)[nH]2)cc1	-4	-3	4	-7	-9	-3	5	-2	1	-1	-0.8
O=C(O)c1cccc(S(=O)(=O)N2CCCC2)c1	-8	-15	8	3	-5	-2	12	-11	-1	-13	5.8
CC(=C/C(=O)O)/C=C/c1cccs1	nt	3	9	-2	-21	-1	5	2	-1	-4	3.6
Cn1nnnc1SCC1=C(C(=O)O)N2C(=O)[C@@H](NC(=O)[C@H](O)c3ccccc3)[C@H]2SC1	nt	1	4	1	-4	-3	-12	5	7	-7	2.2
CSCCC(N=C(NS(=O)(=O)c1ccc(Br)cc1)c1ccccc1)C(=O)O (configuration not stated)	-4	2	8	1	-15	6	7	0	-3	-2	-0.5
CCOC(=O)CC1(C)NC(C(=O)O)C(C)(C)S1 (configuration not stated)	-7	1	2	2	-11	5	-4	12	nt	-1	-2.4

Source: PubChem BioAssay (several laboratories)

No enrichment for hits; 3.9% or so of the library scored in one or more.
